From PubChem BioAssay
ATG4B inh = ATG4B protease inhibitors, primary screen, biochemical, fluorescence, uHTS | Cysteine protease ATG4B (Homo sapiens), Q9Y4P1 | 340,000 compounds, 0.51% hits | inhibition, % at 8.33 µM | ATG4B cleavage of LC3-PLA2, NBD-HPC fluorescence, 1 h; in the data active = inhibition above about 40%
mIAP inh = inhibitors of mouse IAP, primary screen, biochemical, luminescence, uHTS; intestinal alkaline phosphatase [Mus musculus]; purified mouse IAP, CDP-Star luminescence, 30 min; inhibition, % at 10 µM; 330,000 compounds, 0.2% hits;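 active = inhibition of at least 40% at 10 µM in the primary screen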;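 also: plate controls were DMSO with enzyme for no effect and no enzyme wells for full effect; values of inactives mirror those of a sister screen read the other way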
A3G deaminase = APOBEC3G DNA deaminase inhibitors, primary screen, biochemical, fluorescence, single-stranded DNA substrate, uHTS; DNA dC->dU-editing enzyme APOBEC-3G (Homo sapiens), Q9HC16; recombinant A3G, ssDNA deamination FAM/TAMRA fluorescence; inhibition, % at 20 µM; 330,000 compounds, 0.28% hits;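 active = inhibition of at least 40% at 20 µM, with no more than 30% in the related APOBEC3A deaminase screen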;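 also: plate controls were DMSO wells with A3G for no effect and wells lacking A3G enzyme for full effect; some compounds called inactive have numbers as strong as hits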
Target sequence (Q9HC16 whole entry, looked up): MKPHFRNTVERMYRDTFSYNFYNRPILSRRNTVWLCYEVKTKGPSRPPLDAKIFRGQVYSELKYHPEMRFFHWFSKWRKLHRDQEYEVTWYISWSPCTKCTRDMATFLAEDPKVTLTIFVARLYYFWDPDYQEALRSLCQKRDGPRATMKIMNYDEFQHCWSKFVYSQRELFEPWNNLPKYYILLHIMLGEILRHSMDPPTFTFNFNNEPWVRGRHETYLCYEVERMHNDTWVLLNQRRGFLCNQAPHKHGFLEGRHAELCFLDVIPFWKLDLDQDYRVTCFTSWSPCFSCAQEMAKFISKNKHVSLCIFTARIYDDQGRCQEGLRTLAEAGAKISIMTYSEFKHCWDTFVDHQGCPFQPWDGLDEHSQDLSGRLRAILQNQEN
MIN6 prolif = inducers of MIN6 beta-cell proliferation, primary screen, ATP luminescence, uHTS; 330,000 compounds, 0.29% hits; AID 2380, 2010; MIN6 cells proliferation, ATPlite luminescence, 48 h; cells starved in 0.2% serum; 100% = growth in 10% serum; proliferation, % at 10 µM;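 active = compounds whose signal lies at least 3.5 SD above the mean of all wells on their plate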;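 also: 0% = DMSO-treated cells in low-serum medium and 100% = 10% serum control; some compounds called inactive have numbers as strong as hits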
hIAP activ = human IAP activators, primary screen, biochemical, luminescence, uHTS | Intestinal-type alkaline phosphatase (Homo sapiens), P09923 | purified human IAP, CDP-Star luminescence, 30 min; active compounds read high; 1 = vehicle-only enzyme, 0 = enzyme-free background | activation factor at 10 µM | 330,000 compounds, 0.16% hits;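 active = activation factor of the enzyme at least 2-fold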; also: the source names both 10 and 20 µM as test concentration; values of inactives mirror those of a sister screen read the other way
Target sequence (P09923 whole entry, looked up): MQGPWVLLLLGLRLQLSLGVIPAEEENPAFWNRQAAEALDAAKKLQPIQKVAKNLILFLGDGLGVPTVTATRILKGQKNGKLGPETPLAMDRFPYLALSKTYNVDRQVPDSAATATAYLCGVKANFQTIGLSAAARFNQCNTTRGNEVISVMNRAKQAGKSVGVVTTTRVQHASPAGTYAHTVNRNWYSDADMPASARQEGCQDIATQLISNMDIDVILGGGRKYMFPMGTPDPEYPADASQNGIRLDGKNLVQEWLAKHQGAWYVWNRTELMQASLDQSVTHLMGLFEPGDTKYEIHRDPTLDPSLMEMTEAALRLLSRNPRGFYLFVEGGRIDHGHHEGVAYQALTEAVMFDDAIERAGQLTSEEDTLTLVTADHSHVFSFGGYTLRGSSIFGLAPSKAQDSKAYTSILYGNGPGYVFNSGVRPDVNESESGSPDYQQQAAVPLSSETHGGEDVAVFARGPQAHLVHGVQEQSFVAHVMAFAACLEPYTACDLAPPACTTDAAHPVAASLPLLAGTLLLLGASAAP
mIAP activ = activators of mouse IAP, primary screen, biochemical, luminescence, uHTS; intestinal alkaline phosphatase [Mus musculus]; muIAP, CDP-Star luminescence, 30 min; active compounds read high; 1 = vehicle-only enzyme signal, 0 = enzyme-free wells; activation factor at 10 µM; 330,000 compounds, 0.24% hits; AID 2805, 2010;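 active = activation factor of at least 2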; also: the source names both 10 and 20 µM as test concentration; values of inactives mirror those of a sister screen read the other way
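System: Mouse IAP enzyme | Also added: CDP-Star substrate | Dosing: Compounds dispensed in DMSO | Schedule: 30 min enzyme-substrate-compound incubation at room temperature | Technique: Chemiluminescence readout | Control set: DMSO-only wells and no-enzyme negative control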
MPTP block = mitochondrial permeability transition pore inhibitors, primary screen, biochemical, isolated mouse mitochondria, absorbance | inhibition, % at 10 µM | Ca2+ swelling absorbance, 30 min | 360,000 compounds, 1.4% hits;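 active = inhibition of 50% or more, scaled per plate between neutral and stimulator controls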;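 also: 0% = DMSO wells given calcium and 100% = 1 mM EGTA wells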
hIAP block = human IAP inhibitors, primary screen, biochemical, luminescence, uHTS; purified IAP, CDP-Star luminescence, 30 min; inhibition, % at 10 µM; Intestinal-type alkaline phosphatase (Homo sapiens), P09923; 330,000 compounds, 0.12% hits;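 active = inhibition reaching a set limit with compound at 10 µM in the primary screen, cut at about 35% in these data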;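 also: plate controls were DMSO wells with enzyme for no effect and no-enzyme buffer wells for full effect; values of inactives mirror those of a sister screen read the other way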
APOBEC3A inh = APOBEC3A ssDNA deaminase inhibitors, primary screen, selectivity assay for APOBEC3G inhibitor project, biochemical, FAM/TAMRA oligo cleavage fluorescence; DNA dC->dU-editing enzyme APOBEC-3A (Homo sapiens), P31941; recombinant A3A, FAM/TAMRA ssDNA deamination fluorescence; inhibition, % at 20 µM; 330,000 compounds, 0.41% hits; AID 493011, 2011;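 active = at least 40% inhibition at 20 µM here, with at most 30% in a related deaminase screen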;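 also: plate controls were A3A with DMSO for no effect and wells lacking A3A enzyme for full effect; some results filed as inactive read as strong as hits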
Target sequence (P31941 whole entry, looked up): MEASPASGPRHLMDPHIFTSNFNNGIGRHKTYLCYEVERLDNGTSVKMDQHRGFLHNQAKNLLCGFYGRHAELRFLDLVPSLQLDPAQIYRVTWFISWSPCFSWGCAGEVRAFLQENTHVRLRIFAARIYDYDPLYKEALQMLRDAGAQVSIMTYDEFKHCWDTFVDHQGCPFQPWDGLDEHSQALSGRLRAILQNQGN
* = called active by the depositor; & = joins results of further samples.

Order of values: ATG4B inh	mIAP inh	A3G deaminase	MIN6 prolif	hIAP activ	mIAP activ	MPTP block	hIAP block	APOBEC3A inh
O=S(=O)(Nc1ccc(Cl)cn1)c1cnc(Cl)c(Br)c1
 : 3.2	4.3	2.0	-1.2	1.02	0.957	12.7	-1.7	5.8
OC1C(O)C(O)C(O)C(O)C1O (stereo not given)
 : -8.0&4.3&-9.3	2.7&-8.2	1.1&-1.0&-6.2	-1.3&-1.0	0.901&1.28	0.992&1.08	0.7&-2.4&-1.4	2.7&-28.2	2.8&0.4&-3.3
CC(C)C(c1nnnn1C(C)(C)C)N1CCN(Cc2cccnc2)CC1 (stereo not given)
 : -0.3	-1.2	-5.5	-2.5	0.896	1.01	-2.9	10.4	-6.8
O=C(CN(Cc1ccco1)C(=O)c1ccccc1F)Nc1ccccc1C(F)(F)F
 : 6.7	-5.8	-8.4	0.3	0.98	1.06	1.0	2.0	-1.4
Nc1ccc(C(=O)Nc2ccc(OC(F)(F)C(F)F)c(NC(=O)c3ccc(N)cc3)c2)cc1
 : -12.3	-3.6	-10.1	0.0	1.04	1.04	-0.7	-3.6	-3.5
COC(C(=O)Nc1ccnn1C1CCN(Cc2cccc(C)n2)CC1)c1ccccc1 (stereo not given)
 : 9.4	3.0	-1.9	-1.6	1.03	0.97	-0.6	-3.5	-2.6
Cc1ccc(C(=O)NC(Cc2c[nH]c3ccccc23)C(=O)O)cc1 (stereo not given)
 : 11.9	1.7	-10.1	0.7	1.44	0.983	0.5	-43.6	-3.5
Cc1ccc(-c2noc(C3CCCN(C(=O)c4ccccc4Br)C3)n2)o1 (stereo not given)
 : 9.9	2.1	-4.5	-1.2	0.887	0.979	-1.8	11.3	-2.8
CCOc1cccc(C(=O)Nc2cnn(Cc3ccccc3)c2)c1
 : 11.6	7.4	-8.4	-0.1	1.01	0.926	-1.1	-0.8	-5.5
CC(C)(C)C1CCC(=NNC(=O)c2cc3c(s2)CCCC3)CC1 (stereo not given)
 : 0.1	2.7	3.0	1.4	1.08	0.973	-0.8	-8.4	-0.1
CSc1ccc(C(=O)C2CCCN(S(=O)(=O)N(C)C)C2)cc1 (stereo not given)
 : 17.5	3.9	2.8	1.9	1.15	0.961	-1.0	-15.0	1.9
CCN(c1ccc(Cl)cc1)S(=O)(=O)c1nnc(NC(=O)C(C)C)s1
 : 3.5	-5.9	-1.8	0.0	1.05	1.06	1.5	-5.2	1.6
C[C@H](NC(=O)c1ccco1)C(=O)NC1CCCCCC1
 : -3.3	-5.4	-6.7	0.5	1.13	1.05	1.7	-12.8	1.2
Cc1cccc(C(=O)O/N=C/c2ccc(Br)cc2)c1
 : 14.1	-0.3	-3.7	-4.9	0.897	1	-3.2	10.3	2.5
CN1CCCN(C(=O)CNC(=O)c2ccccc2F)CC1
 : 4.0	6.2	-4.9	-1.6	0.956	0.938	-2.2	4.4	2.7
Cc1ccc(S(=O)(=O)N2CC(O)CC2C(=O)NCc2ccc3c(c2)OCO3)cc1 (stereo not given)
 : -6.8	3.9	-2.8	-1.3	1	0.961	-1.7	-0.2	8.2
COc1ccc(NC2C=CS(=O)(=O)C2)c(OC)c1 (stereo not given)
 : 3.5	-0.2	-2.4	1.0	1.13	1	1.5	-12.6	1.3
Cc1cc([N+](=O)[O-])ccc1NC(=O)CCC(=O)N1CCCCC1
 : -2.7	1.9	-3.5	3.5	1.26	0.981	-0.3	-26.1	7.4
C=C(C)CSc1nc2sc3c(c2c(=O)n1-c1ccccc1)CCN(C)C3
 : 0.6	6.4	-9.2	-4.4	0.917	0.936	-0.7	8.3	-4.5
CC(=O)c1ccc(NC(=S)NC(NC(=O)c2ccco2)C(Cl)(Cl)Cl)cc1 (stereo not given)
 : -11.2	2.1	9.9	-3.4	0.871	0.979	14.4	12.9	-4.6
COc1ccc(OCCSc2nnc(-c3ccccc3)n2N)cc1
 : 1.3	5.8	-0.9	-1.5	1.01	0.942	-1.7	-1.5	-3.1
COCCNC(=O)CSc1nnc(NC(=O)C2CC(=O)N(c3ccccc3OC)C2)s1 (stereo not given)
 : -2.7	-0.5	-0.8	2.7	1.25	1	-0.3	-24.8	-0.7
COc1ccc(C(=O)NCC(=O)OCc2csc(-c3ccccc3)n2)cc1
 : 2.2	1.5	-1.6	1.7	1.12	0.985	1.8	-11.6	2.0
Cc1ccc(CSc2nnc(-c3ccncc3)n2C)cc1
 : -11.6	2.0	-4.3	-1.6	1.07	0.98	-0.5	-7.3	-3.4
CC(C)C(c1nnnn1Cc1ccc(F)cc1)N1CCN(C2CCCC2)CC1 (stereo not given)
 : -1.4	4.0	-15.4	-0.2	1.07	0.96	-0.4	-6.8	-1.9
CCN(CC)C(=O)c1c[nH]c2ccc(S(=O)(=O)Nc3cc(C)cc(C)c3)cc2c1=O
 : -7.4	1.2	2.0	0.0	0.913	0.988	0.5	8.7	4.6
COc1cc(C2c3c(c(C)c(C)oc3=O)Oc3c(C)c(C)oc(=O)c32)ccc1OS(=O)(=O)c1ccc(C)cc1
 : 2.5	3.3	-2.4	-4.0	1.08	0.967	1.0	-7.9	3.2
Cc1c(Cl)cccc1NC(=O)Cn1c(-c2ccc(F)cc2)noc1=O
 : 3.0	-6.8	-3.9	-3.7	1.05	1.07	-2.1	-5.0	-3.6
O=S(=O)(NCc1cccs1)c1cccc2cccnc12
 : 0.5	1.2	-7.8	-0.2	1	0.988	-1.6	-0.4	-1.2
O=C(N/N=C/c1cc(Cl)cc(Cl)c1O)c1ccncc1
 : -1.4	20.0	-4.1	-6.4	1.74	0.8	6.6	-74.3	0.3
Cc1ccc2oc(=O)c(/C=C(\O)CC(C)C)nc2c1
 : -7.6	4.1	-5.5	-1.5	1.17	0.959	0.2	-17.1	-5.1
Cc1[nH]c(=S)c(C#N)c(C)c1Cc1ccc(Cl)cc1Cl
 : -7.8	2.9	-1.9	-1.8	0.957	0.971	2.1	4.3	0.3
Cc1c(Cl)cccc1NC(=O)C(=O)NNC(=O)c1ccccc1F
 : -6.5	20.0	0.0	0.5	1.92	0.8	0.1	-92.1	3.3
O=C(NCc1ccccn1)Nc1ccc(Cl)cc1Cl
 : -6.3	-5.0	-5.9	0.9	1.16	1.05	-0.7	-15.8	-1.2
Cc1cc(C)cc(NS(=O)(=O)c2cnc(Cl)c(Cl)c2)c1
 : 15.4	-5.4	-4.4	-6.2	1.01	1.05	15.8	-1.4	-1.2
CCOC(=S)NC(=O)c1sc2ccccc2c1Cl
 : -5.2	12.1	-3.8	-3.3	0.897	0.879	-1.6	10.3	-1.7
Cc1ccc(-c2n[nH]c(=S)n2/N=C/c2ccncc2)cc1
 : -8.5	12.7	53.1*	-1.7	0.823	0.873	-0.4	17.7	-1.7
O=C(CCC(=O)N1CCCCCC1)Nc1ccc([N+](=O)[O-])cc1
 : -1.6	-4.5	-6.7	5.2	1.03	1.04	0.1	-3.5	1.0
CC(C)(C)c1ccc(/C=C2\SC(=O)N=C2N)cc1
 : -11.5	6.1	0.8	-3.2	1.45	0.939	0.9	-44.8	1.6
CCOc1ccc(N(CC(=O)NCCSCc2ccccc2)S(=O)(=O)c2ccccc2)cc1
 : 2.5	-15.7	-8.3	-4.6	1.13	1.16	0.7	-12.6	-1.0

Reprinted at random: two records from the list.
Order of values: ATG4B inh	mIAP inh	A3G deaminase	MIN6 prolif	hIAP activ	mIAP activ	MPTP block	hIAP block	APOBEC3A inh
COc1ccc(OCCSc2nnc(-c3ccccc3)n2N)cc1
 : 1.3	5.8	-0.9	-1.5	1.01	0.942	-1.7	-1.5	-3.1
Cc1c(Cl)cccc1NC(=O)C(=O)NNC(=O)c1ccccc1F
 : -6.5	20.0	0.0	0.5	1.92	0.8	0.1	-92.1	3.3

Other results.
Order of values: ATG4B inh	mIAP inh	A3G deaminase	MIN6 prolif	hIAP activ	mIAP activ	MPTP block	hIAP block	APOBEC3A inh
CC1CCc2sc(C(=O)OCC(=O)NCc3ccc(F)cc3)cc2C1 (stereo not given)
 : 17.3	-10.8	-7.2	0.0	1.1	1.11	-0.7	-10.3	-8.9
COc1ccc(-c2sc3cc4c(cc3c2C#CC2(O)CCCCC2)OCO4)cc1
 : 6.6	-1.1	-9.8	-7.2	0.91	1.01	1.9	9.0	1.5
Cc1ccc2c(c1)c1c3n2CCCNC3CCC1 (stereo not given)
 : 4.3	-4.9	-0.1	-2.4	1.03	1.05	-5.4	-3.4	0.8
COc1ccccc1NC(=O)CSc1nc2ccccc2c(=O)n1CCNC(C)=O
 : -10.1	-4.4	-7.3	0.3	0.977	1.04	1.0	2.3	0.3
COc1cc2cc(CN(CCN3CCCC3)C(=O)Nc3ccccc3Cl)c(=O)[nH]c2cc1OC
 : -14.6	-9.0	2.0	-1.4	1.11	1.09	-0.7	-11.0	-1.7
CCCCC(=O)NCCNC(=O)c1cc(OCC(F)(F)F)ccc1OCC(F)(F)F
 : 5.1	-0.2	-5.9	0.0	1.2	1	-4.8	-19.6	-1.7
CCCCC/C=C/C1=CC(=O)C[C@H](c2ccc(OC)cc2)C1
 : 1.6	6.1	-10.7	-6.9	1.06	0.939	0.1	-6.2	0.4
Cc1cccc(C)c1NC(=O)C1CCCN1S(=O)(=O)c1ccccc1 (stereo not given)
 : -0.6	-2.5	-5.8	0.7	0.903	1.02	-1.2	9.7	-1.2
Nn1c(Cc2ccccc2)nc2ccccc2c1=O
 : 0.9	3.0	-6.2	-3.5	0.793	0.97	-2.5	20.7	-4.3
O=C1Nc2ccccc2C1=Nc1ccc(Br)cc1
 : 2.4	-1.8	-0.2	2.9	0.979	1.02	3.3	2.1	-2.9
CC(C)(C)CC(C)(C)NCC(O)COc1ccc2c(c1)CCC2 (stereo not given)
 : -7.7	4.7	1.6	-3.0	1.01	0.953	95.0*	-0.6	2.0
Cc1cc(OC(C)C(=O)NCC(O)c2ccccc2)c2c(C)cc(=O)oc2c1 (stereo not given)
 : -2.3	0.7	-3.5	0.1	0.869	0.993	0.0	13.1	-0.5
Cc1ccccc1NC1=C(C(=O)c2ccccc2)N(C)S(=O)(=O)c2ccccc21
 : 33.8	16.0	6.7	-2.5	0.925	0.84	5.4	7.5	0.4
CCOC(=O)C1=C(CS(=O)(=O)c2ccc(F)cc2)NC(=O)NC1c1cc(OC)c(O)c(OC)c1 (stereo not given)
 : -6.6	-11.3	-6.3	-4.7	1.22	1.11	-2.2	-22.2	-5.4
CNC(=O)C1CC(=O)N(c2ccc(OCC(=O)Nc3ccc(OC)cc3)cc2)C1 (stereo not given)
 : -1.8	-1.6	-3.9	-0.9	1.06	1.02	-1.6	-6.0	1.9
C=CCn1c(SCC(=O)NC2CCCC2)nnc1-c1ccncc1
 : -3.3	6.5	-5.8	-1.6	0.651	0.935	1.2	34.9	0.0
CCOC(=O)c1sc(-c2ccccc2)cc1NC(=O)c1ccc(S(=O)(=O)N(CCOC)CCOC)cc1
 : 2.4	9.1	-4.8	-2.6	0.953	0.909	0.9	4.7	-3.9

Not a hit list; 3.3% or so of the library scored in one or more.
